CD11b adhes enh – CD11b/CD18-fibrinogen binding enhancement; actives 0.07% (n = 93,000); activation, % at 10 µM; K562 CD11b/CD18 adhesion to fibrinogen, ATPlite luminescence;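 active means 10 µM primary screen giving 50% or more activity, confirmed by 40% or more on retest at that dose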; further: strong numbers were not always called active; reference of the scale not given here
Target sequence (P05107 whole entry, looked up, other chains not shown): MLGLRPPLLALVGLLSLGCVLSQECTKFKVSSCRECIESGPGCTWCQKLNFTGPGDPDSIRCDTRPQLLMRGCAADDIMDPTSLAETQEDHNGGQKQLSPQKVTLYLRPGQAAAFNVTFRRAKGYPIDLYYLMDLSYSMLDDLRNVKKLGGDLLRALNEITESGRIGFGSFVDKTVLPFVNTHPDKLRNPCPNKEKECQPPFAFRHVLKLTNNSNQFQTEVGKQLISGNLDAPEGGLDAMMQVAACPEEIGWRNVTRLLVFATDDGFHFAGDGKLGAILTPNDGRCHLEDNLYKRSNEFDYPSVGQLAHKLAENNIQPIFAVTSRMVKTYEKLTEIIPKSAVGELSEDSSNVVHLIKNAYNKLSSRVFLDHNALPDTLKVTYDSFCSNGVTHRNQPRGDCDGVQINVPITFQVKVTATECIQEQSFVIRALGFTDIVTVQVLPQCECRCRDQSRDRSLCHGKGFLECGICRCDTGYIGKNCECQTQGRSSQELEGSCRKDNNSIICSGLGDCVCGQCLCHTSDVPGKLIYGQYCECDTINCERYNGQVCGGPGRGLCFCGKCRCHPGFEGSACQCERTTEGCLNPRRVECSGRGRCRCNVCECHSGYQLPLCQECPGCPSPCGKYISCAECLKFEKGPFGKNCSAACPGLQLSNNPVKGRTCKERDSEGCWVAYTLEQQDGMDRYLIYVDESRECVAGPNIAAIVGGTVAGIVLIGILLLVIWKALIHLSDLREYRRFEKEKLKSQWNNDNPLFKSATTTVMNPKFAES
* = called active by the depositor. This is a subset; rates above refer to the full screens.

SMILES	CD11b adhes enh
Cc1nn(C)cc1/C=N/NC(=O)C(C)(C)Oc1ccc(Cl)cc1	-1
Cc1ccc(NC(=O)ON=C2CCCC2)cc1	-6
Cc1c(C(=O)Nc2ccc(Cl)cc2)c2ccccn2c1C(=O)c1ccc(F)cc1	2
Cn1c(=O)n(C)c2cc([N+](=O)[O-])c(N3CCN(S(=O)(=O)c4ccc(C(C)(C)C)cc4)CC3)cc21	-9
Cc1ccc(S(=O)(=O)Oc2ccccc2/C=N/NC(N)=S)cc1	-2
COc1ccc(/C=C/C(=O)N(C(C)C)C(C)C)cc1Br	-2
Nc1nonc1C(=O)NCCNS(=O)(=O)c1ccc(F)cc1	6
COc1ccc(N2CCN(C(CNS(=O)(=O)c3ccc4c(c3)OCCO4)c3ccco3)CC2)cc1 (configuration not stated)	0
CCS(=O)(=O)c1nc(S(=O)(=O)c2ccc(Cl)cc2)c(NCc2ccco2)s1	14
Cc1nnc(SC(C)C(=O)NC2CCCc3ccccc32)n1-c1ccccc1 (configuration not stated)	-3
CCc1cccc(CC)c1NC(=O)CSc1nc2ccc(N3C(=O)C4C5C=CC(C5)C4C3=O)cc2s1 (configuration not stated)	-2
CCSc1cc(N2CCCC2)nc(-c2ccc(F)cc2)n1	-5
O=C(c1ccc(Br)cc1)N(C1=NCCCCS1)c1ccccc1	-4
CSc1nc2sc3c(c2c(=O)[nH]1)CCc1ccccc1-3	0
Cc1nc2ccc(NC(=O)c3ccc(Cl)c([N+](=O)[O-])c3)cc2s1	78
O=C(NCc1ccc(C(F)(F)F)cc1)C1CC(c2c(Cl)cccc2Cl)=NO1 (configuration not stated)	-4
Cn1cc([N+](=O)[O-])c(C(=O)N/N=C/c2ccccc2)n1	-3
O=C(CNC(=O)c1cccc(OC(F)F)c1)OCc1cc(=O)n2cc(Br)ccc2n1	12
O=C(CN(c1ccccc1)S(=O)(=O)c1ccccc1)NCCSCc1ccco1	-1
COCCNC(=O)c1ccccc1NC(=O)c1ccc(Cl)c(S(=O)(=O)Nc2ccc(C)cc2C)c1	1
Cc1ccc(CN2CCN(CC(=O)N=Nc3c(O)[nH]c4ccccc34)CC2)cc1	6
CCOc1ccc(/C=N/NC(=O)c2ccccc2NC(=O)c2ccc(OC)cc2)cc1	-7
Fc1ccc2nc(Nc3nc4c(F)cc(F)cc4s3)sc2c1	-9
CCC(=O)NC(NC(=S)Nc1c(C)n(C)n(-c2ccccc2)c1=O)C(Cl)(Cl)Cl (configuration not stated)	-1

3 entries out of the list, ordered by heavy-atom count, high to low.
SMILES	CD11b adhes enh
COCCNC(=O)c1ccccc1NC(=O)c1ccc(Cl)c(S(=O)(=O)Nc2ccc(C)cc2C)c1	1
Fc1ccc2nc(Nc3nc4c(F)cc(F)cc4s3)sc2c1	-9
Cn1cc([N+](=O)[O-])c(C(=O)N/N=C/c2ccccc2)n1	-3

Additional entries follow.
SMILES	CD11b adhes enh
CC(C)CCNC(=O)c1cccc(S(=O)(=O)N2CCc3ccccc32)c1	-3
CON(C)c1nc(NCC(C)C)nc(OCC#N)n1	-3
O=c1c(Cc2ccc(Cl)cc2)c(O)ccn1Cc1ccccc1	-1
O=C(/C=C/c1cnc2ccccc2n1)NC12CC3CC(CC(C3)C1)C2	1
COC(=O)c1ccc(C)c(NC(=O)CCSc2ccc(Cl)cc2)c1	-3
CCOC(=O)C(C)Sc1nnc(NC(=O)c2ccc(C)c([N+](=O)[O-])c2)s1 (configuration not stated)	-5
COc1ccc(C(=O)OCC(=O)Nc2ccc(OC(F)F)cc2)c(OC)c1	-1
O=C(CN1CCCCCC1)Nc1ccc(Br)cc1Br	3
CCOC(=O)c1c(-c2cccc([N+](=O)[O-])c2)csc1NC(=O)CCCOc1ccccc1	2
COC(=O)Cc1ccc(NC(=S)NCc2ccccc2)cc1	2
Cc1c(N=C2SCC(=O)N2/N=C/c2ccccc2Cl)c(=O)n(-c2ccccc2)n1C	0
Cc1cc(C)c(C)c(S(=O)(=O)N2C(=S)NC(=O)C2CC(C)C)c1C (configuration not stated)	-3
COc1ccc2nc(NC(=O)CSc3nnc(N)s3)sc2c1	61
COc1ccc(CN(C)CC(=O)Nc2cc(OC)c([N+](=O)[O-])cc2C)c(OC)c1	4
CCSc1nc2c(sc3nc(C)cc(C)c32)c(=O)[nH]1	5
O=C(CSc1ccc(-c2cccs2)nn1)N1CCCCCC1	0
Brc1ccc(/C=N/N2CCN(C3c4ccccc4-c4ccccc43)CC2)s1	-4
Cc1ccccc1NC(=O)Nc1cc(S(N)(=O)=O)ccc1C	2
CCC(C)(C)NC(=O)c1cc([N+](=O)[O-])ccc1N1CCOCC1	0
CCc1sc(C(=O)Nc2ccc(F)cc2C)cc1C	0
COc1ccc(NC(=O)CN(c2ccc([N+](=O)[O-])cc2)S(=O)(=O)c2ccccc2)c(OC)c1	4
Cc1ccc(Nc2nnc(SCC(=O)NCCN3C(=O)CSC3=O)s2)cc1	2
COc1ccccc1NC(=O)[C@H](COCc1ccccc1)NC(=O)OC(C)(C)C	9
C=CCN=c1scc(-c2ccc(F)cc2)n1/N=C/c1ccccn1	4
CCCn1c2ccccc2c2nnc(SCc3[nH]c(=O)[nH]c3C(=O)CCCCC(=O)OCC)nc21	45
CCC(=O)Nc1ccc(NC(=O)c2ccc3c(c2)OCO3)cc1	-2
Cc1ccc(/C=N/N2C(=O)c3ccccc3NC2c2ccc(C)cc2)cc1 (configuration not stated)	-1
OCC(CO)(CO)NCc1ccc(-c2ccccc2)cc1	4
C/C(=N\NC(=O)C1CCCN(S(=O)(=O)c2ccccc2)C1)c1ccccn1 (configuration not stated)	-4
CCCCCC(=O)Nc1ccc(C(=O)N/N=C/c2ccc([N+](=O)[O-])cc2)cc1	21
CCOC(=O)c1c(NC(=S)Nc2ccccc2)sc2c1CC(C)(C)SC2	28
CCC(C)NC(=O)COC(=O)c1cc([N+](=O)[O-])ccc1Sc1nc(C)cs1 (configuration not stated)	-5
Cc1n[nH]c(C)c1CCC(=O)N/N=C/C=C/c1ccccc1	5
Cc1c(NC(=S)NCc2ccc(F)cc2)cccc1[N+](=O)[O-]	-2
CC(C)NC(=O)/C(=C/c1ccco1)c1ccccc1	-2
COc1cc(NC(=S)Nc2ccc(Br)cc2Cl)c(OC)cc1Cl	-10
COc1ccccc1Nc1nc(N)nc(CSC(=S)N2CC(C)CC(C)C2)n1 (configuration not stated)	-4
O=[N+]([O-])c1ccc(O)c(-c2nn[nH]n2)c1	1
O=C(OC(C(=O)Nc1ccc(Cl)cc1C(F)(F)F)c1ccccc1)C1=COCCO1 (configuration not stated)	-3
Cn1c(Sc2ccccc2Cl)c(C=O)c2ccccc21	-2
CCOC(=O)c1cnn(-c2ccc(C)cc2)c1N	-1
Cc1cccc(C)c1OC(=O)CN(c1ccc(Cl)cc1)S(C)(=O)=O	-3
COc1ccc(-c2nc3c(c4nnc(SC(C)C(=O)Nc5ccccc5)n24)COC(C)(C)C3)cc1 (configuration not stated)	6
Cc1ccc(CCc2nnc(SCC(=O)Nc3cccc(Cl)c3)n2-c2ccccc2)o1	55
CC1=NN(C(=O)c2c(Br)c(C)nn2C)C(O)(C(F)(F)F)C1 (configuration not stated)	1
COc1ccc(/C=N/NC(=S)Nc2cccc(C(=O)O)c2)cc1OC	-1
C/C(=N\Nc1nccnc1Cl)c1ccc([N+](=O)[O-])cc1	-2
CCCCNC(=S)NNC(=O)c1ccc2c(c1)OCO2	1
CCN(c1ccc(NC(=O)COC(=O)CCc2nc3ccccc3n2-c2ccccc2)cc1)C(C)C	5
Cc1c(Oc2ccc(C(F)(F)F)cc2[N+](=O)[O-])ccc2c3c(c(=O)oc12)CCC3	3
O=C1N=C(N2CCN(c3ccccc3)CC2)SC1Cc1ccccc1 (configuration not stated)	-4
N#CCc1ccc(C(=O)c2ccccc2)s1	-2
Cc1cc(N2CCCCC2)c(F)cc1[N+](=O)[O-]	0
CC(/C=N/NC(=O)c1cc(-c2ccc(C)s2)[nH]n1)=C\c1ccccc1	100
CCN1C(=O)/C(=C/c2ccc(C)o2)N(C)C1=S	-3
CCOc1ncccc1C(=O)NCc1ccc(OC)cc1	1
N#CC(c1ccc(Cl)cc1)c1nc2ccccc2nc1C(F)(F)F (configuration not stated)	14
O=C1CC(c2ccccc2)CC(O)=C1C=NC1CCCCCC1 (configuration not stated)	2
CCOC(=O)C(C(=O)NCc1ccc(F)cc1)c1ncc(C(F)(F)F)cc1Cl (configuration not stated)	1
O=C(CSC1CC(=O)N(CCc2ccccc2)C1=O)Nc1cccc(Cl)c1 (configuration not stated)	2
The listing continues.
SMILES	CD11b adhes enh
CCN(CC)S(=O)(=O)c1cc([N+](=O)[O-])ccc1NNC(=O)Nc1ccc(F)cc1	-6
O=C(CCl)N1N=C(c2ccco2)CC1c1cccs1 (configuration not stated)	-6
CC(=O)NS(=O)(=O)c1ccc(NC(=O)c2cc(-c3ccc(C)cc3)nc3ccccc23)cc1	0
CCc1ccc(NC(=O)C(=O)c2cn(CC(=O)N3CCCCC3)c3ccccc23)cc1	1
CCOC(=O)c1cc2cc(CC(=O)c3ccc(OCC)cc3O)ccc2o1	1
O=C(NN=c1c(=O)c2ccccc2c1=O)c1ccccc1	-2
CCC(=O)Nc1cccc(NC(=O)c2ccc(C)c([N+](=O)[O-])c2)c1	-5
NS(=O)(=O)c1ccc(Nc2ncccc2[N+](=O)[O-])cc1	-6
Clc1cc(Cl)cc(Nc2ncn[nH]2)c1	-2
CCCC(C)NC(=O)c1ccc(OCc2ccc(Cl)cc2)c(OC)c1 (configuration not stated)	5
Cc1ccc(C(C(=O)NCC2CCCO2)N(Cc2ccccc2F)C(=O)Cn2nnc(-c3cccs3)n2)cc1 (configuration not stated)	3
CCOCCCNC(=O)CCC(=O)NNc1nc2ccccc2c2nc(-c3ccccc3)nn12	4
COc1cc(C(C)=O)ccc1Oc1ncnc2c1cnn2-c1ccc(C)c(C)c1	6
NC1=NC2CS(=O)(=O)CC2S1 (configuration not stated)	0
COc1ccc(OCCOCCN2CCc3ccccc3C2)cc1	-4
Clc1ccc(-c2nnc3n2CCCS3)cc1	-3
Cn1c(N/N=C2\CCCc3ccccc32)nc2c1c(=O)n(Cc1ccc(F)cc1)c(=O)n2C	7
Clc1ccc2nc(-c3ccccc3)c(CN3CCOCC3)n2c1	-4
CSCC[C@H](NC(=O)c1ccc(Cl)c([N+](=O)[O-])c1)c1nc2ccccc2[nH]1	0
O=C(Cc1nc(=O)c2ccccc2s1)Nc1ccccc1	-6
Cc1cn(S(=O)(=O)c2ccc(Br)c3ccccc23)cn1	3
O=S(=O)(Cc1ccccc1)N1CCCCC1	-2
COc1ccc(OC2C(=O)N(Cc3ccc(F)cc3)C2c2ccc(OC)c(OC)c2)cc1 (configuration not stated)	4
C/C(N)=C(/C#N)C(=O)COC(=O)c1cc(-c2ccc(C)cc2)nc2ccccc12	-4
Cc1ccc(NC(=O)Cc2sc(C)nc2-c2ccc(C)cc2)cc1	-2
Nn1c(SCC(=O)Nc2ccc3c(c2)OCO3)nnc1-c1cccc(Cl)c1	0
O=c1c2ccccc2nc(-c2ccccc2)n1Cc1ccc(Cl)cc1	-1
Cc1ccc(C(C)C)c(OC(=O)/C=C/c2ccccc2)c1	0
CCOc1ccc(Nc2nc3cc(S(=O)(=O)N(CC)CC)ccc3o2)cc1	-2
O=C(COC(=O)CCc1ccc(S(=O)(=O)N2CCOCC2)cc1)NC1CCCC1	-2
Cc1cccc(-c2nc3ccccc3c(=O)n2NC(=O)c2ccc([N+](=O)[O-])c(C)c2)c1	4
Cc1nn2c(N)c(C#N)cnc2c1-c1ccc(Cl)cc1	12
COc1ccc(-c2nc(N3CCCCCC3)sc2C(=O)c2ccccc2)cc1	6
CSc1nncc(/C(C)=N\Nc2cccc(C)c2)n1	6
O=C(N/N=C/c1ccc(OC(=O)c2cccs2)cc1)c1ccc(F)cc1	-2
N#Cc1c(-c2ccccc2)c(-c2ccccc2)nn(CC(=O)NNC(=O)Nc2ccc(Cl)c(Cl)c2)c1=O	-3
Cc1ccc(OCC(=O)Nc2ccc(C)c(S(=O)(=O)N3CCCCC3)c2)c([N+](=O)[O-])n1	4
Cc1ccc(S(=O)(=O)N2CCOCC2)cc1C(=O)NCc1cccnc1	-4
CSc1nnc(-c2sccc2OCc2ccccc2)n1C	-7
CCNC(=O)COc1ccc(C=O)cc1OC	0
COc1ccccc1NC(=O)/C(C#N)=C/C=C/c1ccco1	5
COc1ccc(NC(=O)c2cc3c(s2)CCC3)cc1S(=O)(=O)N1CCOCC1	25
Cc1cccc(C(=O)Nc2cc(OCc3cccc(F)c3)c(Cl)cc2Cl)c1	15
CCOC(=O)C1=C(c2cccc(Oc3ccccc3)c2)NC(=S)NC1C (configuration not stated)	3
Cc1ccn2c(/C=N/OCc3ccc(F)cc3)c(-c3ccc(Cl)cc3)nc2c1	-1
Cc1ccc2nc(CSc3nc(C)ccc3C#N)[nH]c2c1	-2
Cc1cccc(C)c1NC(=S)NNc1ncc(C(F)(F)F)cc1Cl	-2
CCOc1ccc(CNC(=O)c2ccc(Sc3ccc(Cl)cc3)c(NC(C)=O)c2)cc1OC	0
CC(Oc1ccc(F)cc1F)C(=O)/C=C/N(C)C (configuration not stated)	-2
Cc1ccc(/C=C/C(=O)Nc2cccc3ncccc23)o1	-5

Grouped by structure: the entries above with a thiophene ring, fused or not.
SMILES	CD11b adhes enh
CSc1nc2sc3c(c2c(=O)[nH]1)CCc1ccccc1-3	0
CCOC(=O)c1c(-c2cccc([N+](=O)[O-])c2)csc1NC(=O)CCCOc1ccccc1	2
CCSc1nc2c(sc3nc(C)cc(C)c32)c(=O)[nH]1	5
O=C(CSc1ccc(-c2cccs2)nn1)N1CCCCCC1	0
Brc1ccc(/C=N/N2CCN(C3c4ccccc4-c4ccccc43)CC2)s1	-4
CCc1sc(C(=O)Nc2ccc(F)cc2C)cc1C	0
CCOC(=O)c1c(NC(=S)Nc2ccccc2)sc2c1CC(C)(C)SC2	28
N#CCc1ccc(C(=O)c2ccccc2)s1	-2
CC(/C=N/NC(=O)c1cc(-c2ccc(C)s2)[nH]n1)=C\c1ccccc1	100
O=C(CCl)N1N=C(c2ccco2)CC1c1cccs1 (configuration not stated)	-6
Cc1ccc(C(C(=O)NCC2CCCO2)N(Cc2ccccc2F)C(=O)Cn2nnc(-c3cccs3)n2)cc1 (configuration not stated)	3
O=C(N/N=C/c1ccc(OC(=O)c2cccs2)cc1)c1ccc(F)cc1	-2
CSc1nnc(-c2sccc2OCc2ccccc2)n1C	-7
COc1ccc(NC(=O)c2cc3c(s2)CCC3)cc1S(=O)(=O)N1CCOCC1	25

High-throughput results: PubChem BioAssay, Sanford-Burnham Center for Chemical Genomics
